Screens deposited in PubChem by National Center for Advancing Translational Sciences (NCATS).
ASM inhibitor – blocks human secretory acid sphingomyelinase | P17405 | placental ASM, HMU-PC fluorogenic substrate, 60 min | Potency, µM (titrated, usually from 57.5 µM), inactives show at the highest dose activity change, negative = inhibition, hits mostly inhibitors | actives 0.006% (n = 340,000) | AID 504937; also: potency is read from the fitted curve at half-maximal effect
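qHTS format. ASM enzyme prepared from human placenta hydrolyses the fluorogenic substrate HMU-PC0 (9 uM final) over 60 min at 37 °C after a 10 min compound preincubation.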
Integrin act MD – activators of alpha7 integrin expression for muscular dystrophy | Potency, µM (series often up to 38.3 µM), inactives show at the highest dose activation, actives largely listed as activators | actives 0.064% (n = 350,000) | alpha7betagal myoblasts, beta-gal FDG fluorescence, 48 h | AID 624291;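 also: potency is read from the fitted curve at half-maximal effect; 100% = response of the positive control SU9516; nearly all actives have a fitted effect of over 60% in size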
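Alpha7betagal+/- myoblasts (passage 13) were plated 16-24 hr, then exposed to compounds (1:260 dilution of DMSO stock) for 48 hours at 37C. After MPER lysis, β-galactosidase reporter activity was read as FDG fluorescence (ex 480/em 540) after 30 minutes.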
AT treatment – candidate therapy for ataxia-telangiectasia. […] A-T fibroblasts, KAP-1 phosphorylation AlphaLISA; neocarzinostatin DNA damage 30 min before lysis. Potency, µM (doses to about 57.5 µM), for inactives: top-dose activation, actives largely listed as activators. actives 0.19% (n = 320,000). AID 485349; also: potency is read from the fitted curve at half-maximal effect; % of control where 0% means no effect; nearly all actives have a fitted effect of over 45% in size
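ATM-like activity read as KAP-1 phosphorylation via AlphaLISA donor/acceptor antibody pairs after lysis and 6 hr at 25C. Cells were ATM-null patient fibroblasts ([…], hTERT), dosed 60 min, then exposed to the DSB inducer NCS for 30 min.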
TSG101-PTAP inh – blocks PTAP/TSG101 interaction to inhibit HIV-1 budding; Q99816; Fluorescence polarization, FITC-PTAP peptide / Tsg101 binding; Potency, µM (highest dose often 115 µM), inactives show at the highest dose activity change, negative = inhibition, most hits filed as inhibitors; 340,000 tested, under 10 active; active = well fitted inhibition curve with a large enough effect in the main read-out, with a control signal flat, not every such curve was filed as active; inconclusive = small, poorly fitted or top-dose-only effect, or effect the other way, or a change in a side signal; inactive = no such curve, though single readings can be large or run the other way; also: potency is read from the fitted curve at half-maximal effect; % of control where 0% means no effect
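Fluorescence polarization binding of Tsg101 binding domain (10 uM final) to FITC-labeled PTAP peptide (50 nM final) in HEPES pH 7.5 buffer with NaCl, Tween 20, EDTA, TCEP. Compounds added before peptide; binding 20 min at RT.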
ELG1 repair inh – inhibitors of ELG1-dependent DNA repair in HEK293T cells; HEK293T ELG1-luciferase reporter, luminescence, 16 h; DNA damage induced by 5-fluorouridine; AID 504467; actives 2.3% (n = 330,000); Potency, µM (doses to about 46.1 µM), without a hit: top-dose activity change, negative = inhibition, usual class: inhibitors; also: potency is read from the fitted curve at half-maximal effect; % is scaled to controls: 0 for no effect and ±100 for the full control effect; nearly all actives have a fitted effect of over 55% in size
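HEK293T cells expressing luciferase-tagged ELG1 (2,000/well) received 5-Fluorouridine plus compound or DMSO for 16 hr at 37 °C. Luciferase was read by ONE-Glo luminescence after 30 min at room temperature.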
Eya2 phos inh – inhibitors of human Eya2 phosphatase activity | O00167 | recombinant Eya2, OMFP fluorescence dephosphorylation (OMFP is methylfluorescein phosphate) | Potency, µM (doses to about 76.9 µM), inactives show at the top dose activity, negative = inhibition, hits mostly inhibitors | actives 0.006% (n = 330,000); also: potency is read from the fitted curve at half-maximal effect; % is scaled to controls: 0 for no effect and ±100 for the full control effect
Target sequence (O00167 whole entry, looked up): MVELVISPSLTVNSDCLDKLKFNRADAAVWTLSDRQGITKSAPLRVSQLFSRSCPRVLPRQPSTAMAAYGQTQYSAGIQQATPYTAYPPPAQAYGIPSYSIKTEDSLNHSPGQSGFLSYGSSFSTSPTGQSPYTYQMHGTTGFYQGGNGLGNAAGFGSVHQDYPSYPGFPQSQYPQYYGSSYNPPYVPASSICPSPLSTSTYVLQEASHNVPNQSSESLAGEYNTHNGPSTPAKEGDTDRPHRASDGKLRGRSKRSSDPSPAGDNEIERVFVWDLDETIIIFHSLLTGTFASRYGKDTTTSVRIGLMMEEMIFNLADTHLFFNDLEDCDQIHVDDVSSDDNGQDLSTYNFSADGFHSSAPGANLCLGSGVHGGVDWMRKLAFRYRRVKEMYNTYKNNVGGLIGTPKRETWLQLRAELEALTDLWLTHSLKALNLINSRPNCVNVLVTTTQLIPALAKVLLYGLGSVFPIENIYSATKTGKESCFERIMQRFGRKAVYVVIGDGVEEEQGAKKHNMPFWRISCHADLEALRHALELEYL
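Eya2 (0.2 uM) preincubated 10 min at ambient with compound, then OMFP substrate added at 50 uM; 10 min reaction in 50 mM HEPES pH 7.5, 50 mM NaCl, 5 uM MgCl2, 0.05% BSA, 1 mM DTT. Fluorescence read at Ex 485/Em 525 nm.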
TSHR antag – human thyrotropin receptor antagonism. activity change, negative = inhibition, % at 11.5 µM. TSHR-expressing cells, TSH-stimulated cAMP HTRF, 2 h; stronger effect = lower value. actives 0.2% (n = 330,000). P16473;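 active = activity change below a set negative limit, meaning inhibition stronger than a set level, cut at about -70% in these data; inconclusive = activity change between two set negative limits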; also: % is scaled to controls: 0 for no effect and ±100 for the full control effect
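Inhibition of cAMP made by TSHR-expressing cells under TSH stimulation (4nM final, EC80; 2 h, 37 deg C) is quantified with a one-step lysis HTRF kit, anti-cAMP cryptate versus cAMP-d2.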
TCR activator – T cell receptor activation; Potency, µM (highest dose often 9.22 µM), for the others: at the highest dose activation of IL-2 secretion, usual class: activators; 330,000 tested, under 10 active; primary human leukocytes, anti-CD3, IL-2 HTRF, 48 h; AID 504894; also: % of control where 0% means no effect
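Primary human leukocytes receive a-CD3 beads and test compound and are incubated 48 hr. Secreted IL-2 is then assayed by HTRF, measuring 665nm acceptor emission after 320nm excitation of the europium donor.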
Tb PFK inh – blocks T. brucei phosphofructokinase; O15648; T. brucei PFK, ADP-Glo luminescence; Potency, µM (doses to about 57.5 µM), inactives show at the highest dose activity, negative = inhibition, actives largely listed as inhibitors; actives 0.17% (n = 330,000);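 also: potency is read from the fitted curve at half-maximal effect; 0% = uninhibited 1x PFK enzyme wells and -100% = no-enzyme wells; nearly all actives have a fitted effect of over 60% in size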
Target sequence (O15648 whole entry, looked up): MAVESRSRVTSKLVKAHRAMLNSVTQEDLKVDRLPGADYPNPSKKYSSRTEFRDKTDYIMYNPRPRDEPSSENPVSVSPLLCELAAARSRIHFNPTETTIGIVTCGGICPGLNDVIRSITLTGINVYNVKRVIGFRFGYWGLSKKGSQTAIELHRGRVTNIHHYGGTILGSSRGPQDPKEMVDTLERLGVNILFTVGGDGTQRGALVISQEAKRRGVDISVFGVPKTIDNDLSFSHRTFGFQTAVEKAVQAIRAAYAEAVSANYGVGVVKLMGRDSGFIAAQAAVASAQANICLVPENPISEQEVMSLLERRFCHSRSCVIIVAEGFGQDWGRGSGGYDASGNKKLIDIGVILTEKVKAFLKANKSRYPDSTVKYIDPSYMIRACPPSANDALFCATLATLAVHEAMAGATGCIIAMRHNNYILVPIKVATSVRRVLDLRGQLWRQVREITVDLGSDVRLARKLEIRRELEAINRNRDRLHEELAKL
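Luminescent ADP detection (ADP-Glo, two-step: ATP depletion then ADP-to-ATP conversion for luciferase) reported PFK activity after 45 min room-temperature reaction of 1.25 nM enzyme with 0.5 mM F6P and 0.1 mM ATP at pH 8.0.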
BCR signal inh – blocks chronic active B-cell receptor signaling; AID 493014; actives 0.05% (n = 340,000); Potency, µM (top dose mostly 46.1 µM), inactives show top-dose ratio change, negative = lower green/red ratio, most hits filed as inhibitors; ABC-DLBCL IkBa-CBG/CBR reporter, luminescence ratio, 4 h; active = well fitted inhibition curve with a large enough effect in the signal ratio, with a control signal flat, not every such curve was filed as active; inconclusive = small, poorly fitted or top-dose-only effect, or effect the other way, or a change in a side signal; the % refers to the signal ratio;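 also: potency is read from the fitted curve at half-maximal effect; plate controls were basal doxycycline-induced cells for no effect and cells given 10 µM MG132 for full effect; MG132 reads +100%, hits lower the ratio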
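TMD8 ABC-DLBCL cells carrying doxycycline-inducible green luciferase fused to IkappaBalpha plus unfused red luciferase were exposed to compounds (up to 46 uM) for 4 hrs at 37C. Activity came from the overlap-corrected green/red luminescence ratio.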
Mito fusion act – inhibitors of mitochondrial division or activators of mitochondrial fusion. S. cerevisiae fusion-defective mutant growth rescue, CellTiterGlo 48 h. Potency, µM (series often up to 46.1 µM), for the others: top-dose growth rescue (activation), most hits filed as activators. actives 0.23% (n = 320,000). AID 485298;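 also: potency is read from the fitted curve at half-maximal effect; % of control where 0% means no effect; nearly all actives have a fitted effect of over 45% in size; temperature-sensitive fusion mutants such as fzo1-1 at 37 °C on non-fermentable ethanol glycerol medium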
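Compounds are tested for their ability to restore growth of mitochondrial fusion-defective yeast strains at non-permissive 37C in YPEG medium over 48 hours. Viability is quantified by luciferase luminescence.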
Starred values were filed as active, the others as inactive; i = inactive; ? = inconclusive; nt = not tested or not shown; [ ] = remark or other dose. Unless noted, calls follow the shape of the dose curve; as a rule, active = well fitted curve in the direction sought with a large enough effect; inconclusive = small, poorly fitted or top-dose-only effect, or another doubt; inactive = no such curve, though single readings can be large; an effect the other way counts as inactive or inconclusive.

SMILES	ASM inhibitor	Integrin act MD	AT treatment	TSG101-PTAP inh	ELG1 repair inh	Eya2 phos inh	TSHR antag	TCR activator	Tb PFK inh	BCR signal inh	Mito fusion act
O=[N+]([O-])c1cccc(OCC(O)CN2CCN(S(=O)(=O)c3cc(Cl)ccc3Cl)CC2)c1 (stereo not drawn)	-4%	-21%	26%	-5%	?	11%	-12	-5%	-6%	?	8%
CCC(CO)Oc1cc(NC(=O)c2ccccc2Cl)c2ncn(C(C)C)c2c1 (stereo not drawn)	-6%	16%	8%	-1%	?	-2%	11	-2%	4%	-4%	nt
CCOCCCNc1nc2c(C)cccn2c(=O)c1/C=C1\SC(=S)N(C(C)CC)C1=O (stereo not drawn)	-19%	0%	-1%	?	?	6%	-10	-10%	1%	?	-3%
CCN(CC)C(=O)CSc1nc(N)c2c3c(sc2n1)CC(C)CC3 (stereo not drawn)	-12%	4%	6%	-1%	?	-43%	0	3%	-2%	17%	8%
CCN(CC)C(=O)c1ccc(S(=O)(=O)NCc2cccnc2)cc1	1%	-41%	nt	-3%	?	-9%	7	2%	-4%	0%	-3%
N#Cc1ccccc1COC(=O)c1cccnc1N	2%	5%	4%	0%	-16%	-1%	3	nt	0%	5%	2%
NC1=NC(=Nc2ccccc2)c2ccccc21	-2%	-1%	25%	-5%	2%	-4%	-8	-2%	-2%	?	0%
NS(=O)(=O)c1ccc(CCNC(=O)c2ccc3ccccc3n2)cc1	10%	5%	3%	-2%	?	5%	-9	0%	4%	11%	-3%
C=C(C)C(=O)OCC(O)COc1ccc(C(C)(C)c2ccc(OCC(O)COC(=O)C(=C)C)cc2)cc1 (stereo not drawn)	0%	nt	13%	-1%	-27%	-27%	?	3%	-5%	?	2%
c1ccc(-c2ccc(-c3nc(-c4ccncc4)no3)cc2)cc1	0%	16%	3%	-4%	?	32%[15.4 µM]	-18	2%	-2%	?	-3%
O=[N+]([O-])c1ccc(NS(=O)(=O)N2CCOCC2)cc1	-2%	-2%	-1%	1%	1%	9%	10	-3%	6%	1%	nt
CCN(c1ccc2c(c1)OCO2)S(=O)(=O)c1cc(Br)cc2c1N(C(=O)C1CC1)CC2	-2%	4%	13%	-11%	?	-2%	-3	-4%	-2%	?	-8%
CCCCOc1ccc(CON(C(C)=O)C(C)=O)cc1Cl	-7%	-11%	?	-1%	?	-28%	-3	-1%	-5%	12%	2%
O=C(CC1SC(N2CCCCC2)=NC1=O)Nc1cccc(C(=O)Nc2ncccc2O)c1 (stereo not drawn)	0%	1%	1%	-1%	?	2%	-3	0%	14%	?	0%
Cc1ccc(S(=O)(=O)N(CC(=O)N2CCCCCC2)c2ccccc2F)cc1	2%	21%	6%	-5%	-11%	11%	-10	3%	-1%	7%	21%
Cc1cc(NC(=O)COC(=O)C2CCC(=O)N2)c([N+](=O)[O-])cc1C (stereo not drawn)	-1%	?	4%	1%	9%	-8%	-2	-7%	3%	?	1%
O=C(CSCCO)Nc1ccc(C2CCCCC2)cc1	-3%	-37%	3%	-2%	?	-4%	-13	2%	-2%	-17%	3%
COC(=O)c1cccc(NC(=O)CC2NCCNC2=O)c1 (stereo not drawn)	3%	-14%	5%	-1%	4%	-6%	-1	8%	2%	-2%	3%
CC(C)c1ccc(C(=O)Nc2nnc(S(=O)(=O)N3CCOCC3)s2)cc1	1%	12%	0%	-1%	-9%	7%	22	-5%	0%	?	2%
Cc1cc(C(=O)CN2CCC(C)CC2)c(C)n1-c1ccccc1F	2%	-38%	0%	-1%	?	3%	-13	8%[46.1 µM]	-1%	-10%	4%
Cc1cc(NCCCN(C)C)n2c(nc3ccccc32)c1C#N	i	11%	34%	-6%	-5%	9%	-11	5%	5%	9%	-64%[inhibitor]
COc1ccccc1N1CCN(C(=O)CSc2ncnc3c2cnn3-c2ccc(C)c(C)c2)CC1	-2%	?	-13%	0%	?	-4%	-2	-7%	0%	9%	-18%
O=c1cc(CSc2nnc(COc3cccc4ccccc34)o2)c2ccccc2[nH]1	-20%	8%	6%	-5%	?	-12%	4	-1%	-17%	-2%	-1%
COc1cc(C(=O)N/C(=C\c2cn(C)c3ccccc23)C(=O)NCCCN2CCOCC2)cc(OC)c1OC	-1%	-14%	2%	-7%	3%	-3%	7	4%	5%	-1%	-1%
COc1cc(C(=O)NCc2ccccn2)ccc1OCc1c(C)noc1C	-2%	6%	nt	0%	15%	13%	17	1%	3%	-11%	-4%
COc1ccccc1C(=O)NCCC(=O)NCc1ccncc1	3%	-3%	3%	-5%	21%	0%	-1	-4%	-3%	-1%	-1%
CC(C)N1CCN(Cc2ccc(C#CCCO)cc2)CC1CCO (stereo not drawn)	5%	5%	3%	-1%	1%	-7%	5	-3%	0%	-1%	-1%
COc1ccc(CN(C(=O)CN2C(=O)C(C)Oc3ccccc32)C2CCCC2)c(OC)c1 (stereo not drawn)	-3%	?	nt	-12%	?	-21%	0	nt	3%	?	26%
CCOC(=O)c1ccc(S(=O)(=O)NCCN(CC)CC)cc1	-5%	5%	-3%	2%	-23%	23%	-16	2%	2%	2%	-1%
Cc1ccc(Cl)cc1NC(=O)CON=C(N)c1ccccc1	5%	20%	1%	1%	9%	-6%	-14	-3%	-11%	-13%	1%
C=CCOC(=O)C1=C(C)OC(N)=C(C#N)C1c1ccccc1F (stereo not drawn)	-4%	9%	nt	-1%	13%	-15%	-21	3%	1%	2%	2%
Cc1ccc(N(CC(=O)Nc2ccc(F)c(Cl)c2)S(=O)(=O)c2c(C)noc2C)cc1	-16%	-15%	-3%	-4%	4%	-9%	-17	4%	5%	?	1%
COc1ccc(N(C(=O)Cc2cccs2)C(C(=O)NC2CCCCC2)c2cccn2C)cc1 (stereo not drawn)	1%	3%	2%	-7%	11%	16%	7	-9%	-1%	12%	-4%
COCCNC(=O)CCc1c(C)nc2c(c(C)nn2-c2ccc(C)c(C)c2)c1C	-3%	43%	30%	-1%	-22%	-4%	-4	5%	-6%	?	14%
COc1ccc(Br)cc1CNC(=O)C1CCCN(c2nc3ccccc3o2)C1 (stereo not drawn)	5%	-9%	5%	1%	-3%	6%	8	-6%	-1%	0%	3%
CCc1ccc(NC(=O)CCC(=O)c2ccccc2)cc1	1%	-14%	-9%	-1%	6%	-9%	7	2%	1%	0%	-8%
Clc1ccccc1CN1CCN(/N=C/C=C/c2ccco2)CC1	2%	29%	2%	-1%	?	-3%	-14	-1%	-4%	0%	0%
NC(N)=NS(=O)(=O)c1ccc(N=C2C(=O)Nc3ccccc32)cc1	0%	-6%	2%	-9%	-7%	0%	-2	2%	-5%	6%	5%
COc1ccc(C2C(C#N)=C3NC(=O)c4c(sc5c4CCCCC5)N3C3=C2C(=O)CC(C)(C)C3)cc1 (stereo not drawn)	?	-47%[inhibitor]	-10%	-2%	?	4%	-7	7%	2%	-2%	13%
COC(=O)c1cc(NC(=O)COC(=O)CCc2nc3ccccc3c(=O)[nH]2)cc(C(=O)OC)c1	4%	2%	7%	-1%	9%	-18%	-7	-2%[46.1 µM]	-3%	?	nt
NC(=O)c1oc2ccccc2c1NC(=O)CS(=O)(=O)c1ccccc1	1%	22%	-3%	0%	13%	5%	-2	10%	5%	?	-9%

Exported with two lines to a compound: entries from further up
Each structure is followed by: ASM inhibitor | Integrin act MD | AT treatment | TSG101-PTAP inh | ELG1 repair inh | Eya2 phos inh | TSHR antag | TCR activator | Tb PFK inh | BCR signal inh | Mito fusion act
COCCNC(=O)CCc1c(C)nc2c(c(C)nn2-c2ccc(C)c(C)c2)c1C
 : -3% | 43% | 30% | -1% | -22% | -4% | -4 | 5% | -6% | ? | 14%
COc1ccc(Br)cc1CNC(=O)C1CCCN(c2nc3ccccc3o2)C1 (stereo not drawn)
 : 5% | -9% | 5% | 1% | -3% | 6% | 8 | -6% | -1% | 0% | 3%
